# OX1R antag-1: blocks the human orexin 1 receptor; O43613; OX1R-expressing cells, FRET antagonist read-out; inhibition, % at 6.6 µM; 1.8% of 330,000 active; AID 485270; in the data active means inhibition mostly above about 38%, no sharp cut-off; inactive means mostly below about 40%;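 further: 0% = agonist challenge alone and 100% = reference antagonist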
# Target sequence (O43613 whole entry, looked up): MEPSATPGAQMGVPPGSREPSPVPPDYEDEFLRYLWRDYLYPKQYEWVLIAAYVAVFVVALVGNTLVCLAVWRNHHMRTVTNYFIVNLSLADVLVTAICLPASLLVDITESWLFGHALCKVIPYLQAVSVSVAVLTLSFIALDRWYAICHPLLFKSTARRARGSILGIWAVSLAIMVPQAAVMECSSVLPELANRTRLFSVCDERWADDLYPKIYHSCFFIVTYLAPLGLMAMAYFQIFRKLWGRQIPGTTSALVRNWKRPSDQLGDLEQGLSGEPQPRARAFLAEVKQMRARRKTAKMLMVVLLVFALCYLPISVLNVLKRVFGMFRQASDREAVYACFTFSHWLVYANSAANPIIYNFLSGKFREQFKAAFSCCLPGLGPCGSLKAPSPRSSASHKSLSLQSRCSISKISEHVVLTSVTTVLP
# OX1R antag-2: antagonists of human orexin 1 receptor. O43613. CHO/OX1R cells, Fluo-8 calcium fluorescence, orexin A. inhibition, % at 5 µM. 0.43% of 330,000 active. AID 434989;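 active means inhibition above its plate's threshold, mean inhibition of all tested compounds on the plate plus 3 SD, cut at about 37% in these data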;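 further: 0% = orexin A challenge wells and 100% = SB-334867-A antagonist wells; not every result past the cut was called active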
# * marks the source's active call; other numbers are inactive results. An unsorted share of the library (roughly 2% active in at least one column).
SMILES,OX1R antag-1,OX1R antag-2
Cc1ccc(C)c(N2CCN(C(c3ccc(N(C)C)cc3)c3nnnn3C(C)(C)C)CC2)c1 (stereo unspecified),15,-5
Clc1nc(-c2ccccc2)cc(-c2ccc(Br)cc2)n1,3,-16
COc1ccc(-c2[nH]ncc2CN(C)C(C)c2ccncn2)c(F)c1 (stereo unspecified),15,1
O=C1CN(C(=O)c2c(F)cccc2F)C(c2ccc(F)cc2)c2cc(F)ccc2N1 (stereo unspecified),1,-29
COc1ccccc1CC(=O)NCCCc1ccccc1,-5,-15
O=[N+]([O-])c1ccc(-c2csc3[n+]2CCS3)cc1,74*,-20
C(=N\n1cnnc1)/c1cccc2ccccc12,16,-2
CC(C)(C#N)Nn1cnnc1,13,-2
CC(C1CC1)N(Cc1ccccc1)C(=O)NC(=O)c1cccc(F)c1 (stereo unspecified),28,-11
COc1ccc(-n2c(Cc3cccn3C)nnc2SCC(=O)Nc2cccc(Cl)c2)cc1,13,-9
COc1ccc(CNc2ncnc3ccccc23)cc1,12,20
COc1ccc(NC(C)C(=O)Nc2ccc(C#N)cc2)cc1Cl (stereo unspecified),2,-18
CCOC(=O)N1CCN(C(=O)CCN2C(=O)/C(=C\c3cccc(OC)c3)SC2=S)CC1,25,-24
O=C(Nc1ccccc1C(=O)O)c1cccc(F)c1,22,-14
CC1NC(=O)NC1CCCCCC(=O)Nc1ccc(F)cc1 (stereo unspecified),20,4
COc1ccc(CCCNC(=O)C2CCC(=O)N(CC3CCCCC3)C2)cc1 (stereo unspecified),23,-6
COc1ccc(/C=N\NC(=O)c2cccc(Br)c2)c(OC)c1,31,-11
COc1ccccc1N1CCC(N2CCN(CC(C)(C)C)C(CCO)C2)CC1 (stereo unspecified),2,-18
CCN1C(=O)/C(=C2\SC(N3CCCCC3)=NC2=O)c2ccccc21,42*,-26
Cc1nc2sc3c(c2c(=O)[nH]1)CCCC3,7,-15
O=C(CSc1ncn(-c2ccccc2)n1)N1CCN(c2ccccc2)CC1,16,-28
CC(C(=O)NCCN1CCOCC1)c1ccc([N+](=O)[O-])cc1 (stereo unspecified),26,-4
CCc1ccc(OCC(=O)Nc2ccc(N3CCN(C(=O)c4ccccc4)CC3)cc2)cc1,3,3
N=c1oc2ccccc2cc1-c1nc(-c2ccccc2)cs1,10,11
CN1C(=O)/C(=C/c2ccccc2OCc2cccc(F)c2)NC1=S,29,-5
COc1ccc(/C=C/C(=O)Nc2ccccc2C(=O)O)cc1,28,-1
CCCNC(=O)NC(=O)COC(=O)CNS(=O)(=O)/C=C/c1ccccc1,33,-18
Cc1ncsc1CCC(=O)N1CCCC(Nc2ccc(C(C)C)cc2)C1 (stereo unspecified),34,-27
O=C(N/N=C/C(Br)=C/c1ccccc1)c1cccs1,38,1
CCC(c1nnc(SCC(=O)NC23CC4CC(CC(C4)C2)C3)o1)N(C)C (stereo unspecified),37,-25
O=C(CSc1nnc(-c2ccc(F)cc2)o1)Nc1ccc(S(=O)(=O)N2CCCCCC2)cc1,3,-11
CCOc1ccc(OCCCCN2CCCC2)cc1,11,1
Cc1cc(NC(=O)CN(C)CC(=O)Nc2ccc(Cl)c(C(F)(F)F)c2)no1,12,40*
O=C(CSc1nnc(CNC(=O)c2cccs2)o1)c1ccccc1,20,-24
CCOC(=O)c1ccc(N2C(=O)CC(N3CCC(O)(c4ccc(Br)cc4)CC3)C2=O)cc1 (stereo unspecified),12,24
CC(=O)c1c(C)[nH]c(C(=O)NNC(=O)c2ccc(C)cc2)c1C,12,6
C=CCOc1cccc(/C=C\c2nc(O)c([N+](=O)[O-])c(=O)[nH]2)c1,16,1
CCOc1ccc(S(=O)(=O)NCCC(=O)Nc2nnc(C)s2)cc1,4,-6
COc1cc(NC(=O)c2ccccc2)c(OC)cc1NC(=O)Cc1cccs1,21,-35
Cc1nn(C)cc1S(=O)(=O)N1CCN(c2ccc(F)cc2)CC1,10,-6
Cc1ccc(C(=O)NC2CCN(CC(=O)NC3CCC(C)CC3)CC2)cc1 (stereo unspecified),2,-33
O=C(Nc1ccccc1)c1ccc(OC(=O)c2cc3ccccc3o2)cc1,8,-1
CCSc1nnc(NC(NC(=O)c2ccco2)(C(F)(F)F)C(F)(F)F)s1,10,-20
CC(C)(C)c1ccc(C(=O)c2c[nH]c(C(=O)NCc3cccnc3)c2)cc1,8,-31
Cc1ccccc1NC(=O)COC(=O)CCc1ccccc1,3,-1
O=C(Cn1c(=O)[nH]n(-c2ccccc2)c1=O)N1CCCc2ccccc21,18,-24
O=C(COC(=O)CCSc1ccc(Cl)cc1)NCc1ccccc1,12,-4
CCC1CCCCN1CCCNC(=O)CNC(=O)Cn1ccc2ccccc2c1=O (stereo unspecified),10,-19

# Quoted at random: five records from the list, in no set order.
SMILES,OX1R antag-1,OX1R antag-2
CCSc1nnc(NC(NC(=O)c2ccco2)(C(F)(F)F)C(F)(F)F)s1,10,-20
COc1cc(NC(=O)c2ccccc2)c(OC)cc1NC(=O)Cc1cccs1,21,-35
O=C(Nc1ccccc1)c1ccc(OC(=O)c2cc3ccccc3o2)cc1,8,-1
CC(C)(C)c1ccc(C(=O)c2c[nH]c(C(=O)NCc3cccnc3)c2)cc1,8,-31
CCOc1ccc(S(=O)(=O)NCCC(=O)Nc2nnc(C)s2)cc1,4,-6

# Other results:
SMILES,OX1R antag-1,OX1R antag-2
CN1CCN(c2nc(C(N)=O)cc(-c3ccccc3)n2)CC1,12,3
COc1ccc(C(=O)C2CCCN(C(=O)c3cccnc3SC)C2)c(C)c1 (stereo unspecified),20,-26
Cc1ccccc1Cn1nnc(-c2ccc(C(=O)O)cc2)n1,12,-17
CC1(C)Cc2c(C#N)c(NCC3CCCO3)nc(-c3ccco3)c2CO1 (stereo unspecified),29,-42
Clc1cccc(-c2noc3ncnc(Nc4ccc5c(c4)OCO5)c23)c1,32,-11
COc1ccc(-n2c(CNC(=O)COc3ccccc3)n[nH]c2=S)cc1,1,0
COc1ccc(C(=O)N/N=C/C(Br)=C/c2ccccc2)cc1,9,-21
O=C1c2ccccc2NC(c2cccc(O)c2)N1O (stereo unspecified),1,-5
O=C1CCCC2=C1C(c1ccc(Br)cc1)c1c([nH]c(=S)[nH]c1=O)N2 (stereo unspecified),12,-7
CN(C)S(=O)(=O)c1cccc(C(=O)NCCNC(=O)c2cccc(S(=O)(=O)N(C)C)c2)c1,-1,-14
Cc1cc(C)c(NC(=O)CNC(=O)COC(=O)CN2C(=O)NC3(CCCC3)C2=O)c(C)c1,20,1
COCCn1c(SCC(=O)NCc2ccc(OC)c(OC)c2)nc2ccccc21,26,-3
CCOC(=O)Cn1c(-c2ccccn2)nc2ccccc21,19,-17
O=C(NC1CCCC1)NS(=O)(=O)c1ccccc1Cl,7,-3
COc1ccc(-c2nc(CN3CCC(C(=O)N4CCc5ccccc54)CC3)c(C)o2)cc1OC,8,-32
Fc1ccccc1NC(=S)NN(Cc1ccccc1)c1ccccc1,12,-26
Cc1ccc(C(=O)OCC(=O)N2CC(C)CC(C)C2)cc1S(=O)(=O)N1CCOCC1 (stereo unspecified),0,-20
Cc1c2cnn(-c3ccccc3)c(=O)c2c(C)n1CCCC(=O)N1CCN(C2CCCCC2)CC1,9,-32
Cc1nc2sc(C(c3ccccc3)N3CC(C)OC(C)C3)c(O)n2n1 (stereo unspecified),12,-18
CCOc1ccccc1NC(=O)CCc1nnc2ccc(N3CCC(C)CC3)nn12,3,-27
COCCn1c(=O)[nH]c(=O)c2cc(C(=O)c3cc(OC)ccc3O)cnc21,28,-32
Cc1cc[n+](CC(=O)c2ccc(NC(=O)c3ccccc3)cc2)cc1,12,13
CC1CCC/C(=C\Nc2ccc(C(=O)O)cc2)C1=O (stereo unspecified),13,-18
COc1ccc(CN=C2NC(=O)CC(C(=O)Nc3ccc(F)cc3)S2)cc1 (stereo unspecified),3,-9
O=C(CP(=O)(c1ccccc1)c1ccccc1)N/N=C/c1cc(Br)cc(Br)c1O,16,-12
O=S(=O)(Nc1nc2ccccc2nc1N1CCc2ccccc2C1)c1ccc(Cl)cc1,39,-34
CCSc1cc(C2C(C#N)=C(N)OC(C)=C2C(=O)OC)c(C)o1 (stereo unspecified),19,-19
C[C@H]1C=C(C(=O)NCc2nc3ccccc3[nH]2)O[C@@H](OCc2ccc(CO)cc2)C1,18,-18
COC(=O)c1cc(NC(=O)c2c(C)noc2C)ccc1N1CCOCC1,-5,7
COc1cc(NC(=O)CN2C(=O)c3ccccc3C2=O)c(C(=O)O)cc1OC,-9,0
Cc1ccc(S(=O)(=O)N(C)c2ccc(C(=O)NCC(c3ccco3)N(C)C)cc2)cc1 (stereo unspecified),8,-13
O=S(=O)(Nc1nc2ccccc2nc1NCc1ccco1)c1ccc(Cl)cc1,53,-11
COc1ccccc1CNC(=O)[C@H](C)NC(=O)C1CCN(C(=O)[C@@H]2CCCN2C(=O)OC(C)(C)C)CC1,9,-17
CCCCCCOC(=O)C(C#N)c1nc2ccccc2nc1N1CCN(CC)CC1 (stereo unspecified),14,-25
Cn1cc(S(=O)(=O)NC2CCCCC2)c(=O)n(C)c1=O,11,-17
CC(C)=C1C2C=CC1C(C(=O)Nc1cc(C)ccc1C)C2C(=O)O (stereo unspecified),15,-1
O=C(Nc1ccccc1-c1nnn(CC(=O)N2CCOCC2)n1)c1ccc(F)cc1,8,-24
CCCC(=O)NCc1ccccc1Cl,28,-11
C[C@@H]1CCCCCCCCC(=O)OCCN(C(=O)OC(C)(C)C)[C@H](C)CCCCCCCCC(=O)OCCN1C(=O)OC(C)(C)C,9,-7
Cc1nnc(SCC(=O)Nc2cccnc2Cl)s1,0,-6
CN(C)C(=O)c1cc(C(=O)c2ccc(C(F)(F)F)cc2F)c[nH]1,3,-7
Cc1ccc(OCc2n[nH]c(=S)n2-c2ccc(Br)cc2)cc1,4,-11
COc1ccc(CNC(=O)c2cccc(NC(=O)c3ccccc3)c2)cc1,-3,-21
CC(C)Sc1nnc([C@@H]2CCCN2C(=O)OC(C)(C)C)o1,-8,-21
O=C1CCc2cc(S(=O)(=O)NC(Cc3ccccc3)C(=O)NCCC3=CCCCC3)ccc2N1 (stereo unspecified),13,-22
O=C(COC(=O)c1ccc(F)c(S(=O)(=O)N2CCOCC2)c1)NCc1ccc2c(c1)OCO2,7,5
Cc1cccc(C(=O)NNC(=O)C2CC2)c1,0,2
CCOc1ccc(C(CCc2ccccc2)NC(=O)c2ccccc2OC)cc1OCC (stereo unspecified),14,47*

# Exported with each value named: two of the compounds above
SMILES: O=C1CCc2cc(S(=O)(=O)NC(Cc3ccccc3)C(=O)NCCC3=CCCCC3)ccc2N1 (stereo unspecified)
  OX1R antag-1: 13
  OX1R antag-2: -22

SMILES: O=C(COC(=O)c1ccc(F)c(S(=O)(=O)N2CCOCC2)c1)NCc1ccc2c(c1)OCO2
  OX1R antag-1: 7
  OX1R antag-2: 5

# (more compounds)
SMILES,OX1R antag-1,OX1R antag-2
COc1ccc(N2Cc3ccccc3C2=NC(=O)c2ccc(C)cc2)cc1OC,8,-33
Cc1c(C(=O)N2CCN(c3ncccn3)CC2)oc2c(Cl)cccc12,15,-31
Cc1ccc(NC(=O)CSc2ncc(-c3ccccc3)n2C(=O)c2ccccc2)cc1,17,-4
O=C1CSC(=S)N1c1cccc(F)c1,11,-27
CC(C)(C)OC(=O)NCCC(=O)N/N=C/c1ccc2ncccc2c1,5,-6
O=C(C1CCC1)N1CCc2cc(S(=O)(=O)N3CCCCC3)ccc21,10,-8
O=C(NCCNc1ccc([N+](=O)[O-])cc1)c1cccc(Br)c1,20,5
O=C(COc1ccccc1Cl)Nc1ccccc1C(=O)Nc1cccc(C(=O)O)c1,17,-7
COc1ccc(OC)c(C2C3=C(COC3=O)Nc3cc4c(cc32)OCO4)c1 (stereo unspecified),1,-11
CN1CCN(S(=O)(=O)c2ccc(NC(=S)NC(=O)C(C)(C)C)cc2)CC1,38,-19
CCOC(=O)c1sc(NC(=O)Nc2ccccc2)cc1C,61*,28
O=C(Nc1c2c(nc3ccccc13)CCCC2)c1ccccc1Br,28,-19
CCOC(=O)c1noc(C)c1C(=O)Nc1nccs1,4,-3
COc1ccc(CCNC(=O)CC2Oc3ccc(Cl)cc3NC2=O)cc1OC (stereo unspecified),11,-27
COc1ccc(/C=N/NC(=O)C(Cc2c[nH]c3ccccc23)NC(=O)OCC(C)C)cc1[N+](=O)[O-] (stereo unspecified),17,-1
COc1ccccc1NS(=O)(=O)c1ccc(C(N)=O)cc1,15,13
CCn1nc(C)c(/C=N/NC(=O)c2nc3nc(C)cc(C)n3n2)c1C,7,-22
CN(C)CCN1C(=O)C(=O)/C(=C(/O)c2ccc(S(=O)(=O)N3CCOCC3)cc2)C1c1ccccc1 (stereo unspecified),50,0
COc1ccc(-n2c(Cc3ccccc3)nnc2SCC(=O)N2CCCc3ccccc32)cc1,18,-27
COc1ccc(N2C(=O)C(Cl)=C(N3CCOCC3)C2=O)cc1,45,-15
C#CCN(CC=C)C(=O)c1ccc(OC2CCN(S(=O)(=O)N(C)C)CC2)cc1,15,-16
CCc1cc2c(-n3nc(C)cc3C)ncnc2s1,-1,-7
S=C(c1ccc2c(c1)OCO2)N1CCCCC1,18,-2
CCOC(=O)c1sc(C)c(C(N)=O)c1NC1=NCCCCC1,20,-25
c1ccc(Cn2nnnc2C(c2ccccc2)N2CCN(c3nc4ccccc4s3)CC2)cc1 (stereo unspecified),8,-8
